# TNAP act hiacc: activators of human TNAP at high phosphate acceptor concentration. purified TNAP, CDP-star luminescence, 1 M DEA, 30 min; stronger effect = higher value; 0 = EDTA background, 1 = DMSO-only activity. AID 1136. activation factor at 20 µM. 200,000 tested, under 10 active;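 active = activation factor at least 2 at 20 µM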
# Target sequence (P05186 whole entry, looked up): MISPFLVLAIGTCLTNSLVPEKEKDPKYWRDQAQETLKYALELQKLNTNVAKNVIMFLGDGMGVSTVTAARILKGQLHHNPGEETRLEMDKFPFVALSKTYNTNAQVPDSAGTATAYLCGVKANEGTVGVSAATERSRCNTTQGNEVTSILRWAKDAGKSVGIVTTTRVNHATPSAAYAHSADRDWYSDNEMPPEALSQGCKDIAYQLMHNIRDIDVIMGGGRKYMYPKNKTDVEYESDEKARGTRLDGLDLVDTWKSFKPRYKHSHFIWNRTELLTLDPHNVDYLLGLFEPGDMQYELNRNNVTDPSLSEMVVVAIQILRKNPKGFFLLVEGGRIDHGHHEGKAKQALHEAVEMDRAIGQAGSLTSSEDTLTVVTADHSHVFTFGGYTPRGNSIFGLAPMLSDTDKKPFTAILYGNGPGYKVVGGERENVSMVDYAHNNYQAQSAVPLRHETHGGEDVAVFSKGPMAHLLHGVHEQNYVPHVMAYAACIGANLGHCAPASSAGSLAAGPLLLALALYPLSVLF
#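 Measured by: Luminescent substrate turnover signal | Test system: Human TNAP | Input: TNAP 1/800 final | Dosing: 20 µM single point | Schedule: 30 min, room temperature | Controls: EDTA wells as negative control, DMSO wells as positive control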
# TNAP inh hiacc: inhibitors of human TNAP at high phosphate acceptor concentration. P05186. inhibition, % at 20 µM. purified TNAP, CDP-star luminescence, 1 M DEA. AID 1135. 200,000 tested, 0.03% active;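 active = over 50% inhibition of tissue-nonspecific alkaline phosphatase at 20 µM in the single-dose screen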;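 also: plate controls were DMSO wells for no effect and EDTA-quenched wells as full inhibition for full effect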
# PMI act hi M6P: activators of human phosphomannose isomerase at near-saturating mannose 6-phosphate. P34949. coupled PMI enzyme assay, resazurin fluorescence, 20 min; stronger effect = higher value; 1 = untreated enzyme, 0 = substrate-free blank. 190,000 tested, 0.34% active. AID 1216. activation factor at 20 µM;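 active = activation factor of 2 or more at 20 µM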
#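 Test system: human PMI in coupled enzyme assay; Input: PMI at 15 ng/mL final; Medium: HEPES buffer, pH 7.4; Schedule: 20 min incubation at room temperature; Technique: resorufin fluorescence at Ex 544/Em 590 nm; Compound: 20 µM single dose; Probe or stimulus: Near-saturating mannose-6-phosphate, 1.0 mM.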
# Efa HMGR inh: blocks class II HMG-CoA reductase of Enterococcus faecalis; purified E. faecalis HMGR, NADPH absorbance 340 nm kinetic; inhibition, % at 10 µM; 190,000 tested, 0.41% active; AID 1066;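 active = inhibition above a set limit, the median over all tested compounds plus 3 SD, cut at about 9.5% in these data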;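 also: enzyme runs in reverse so mevalonate oxidation gives rising NADPH absorbance; 0% = complete reaction with DMSO and 100% = background rate lacking mevalonate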
# G6PDH CS: L. mesenteroides G6PDH inhibition counter-screen | Purified L. mesenteroides G6PDH, diaphorase/resazurin coupled fluorescence, 45 min | inhibition, % at 5 µM | 200,000 tested, 0.12% active | AID 1020; in the data active = inhibition above about 50%
# TNAP inh noacc: TNAP (human) inhibition, acceptor-free conditions; 200,000 tested, 0.26% active; inhibition, % at 20 µM; purified TNAP, CDP-star luminescence, 30 min;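 active = tissue-nonspecific alkaline phosphatase inhibition above about 50% at 20 µM in the single-dose screen, limit read from the data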;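 also: 0% = DMSO negative control and 100% = EDTA positive control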
# FLuc act counter: affects firefly luciferase, flagging false hits in luciferase stimulation screens; P08659; ATPlite luciferase biochemical, luminescence, 10 min; 0 = ATP-free wells, 1 = DMSO control; activation factor at 10 µM; 200,000 tested, under 10 active; AID 1027;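 active = luciferase activation factor, scaled between plate controls, of at least 2 with compound at 10 µM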
# Target sequence (P08659 whole entry, looked up): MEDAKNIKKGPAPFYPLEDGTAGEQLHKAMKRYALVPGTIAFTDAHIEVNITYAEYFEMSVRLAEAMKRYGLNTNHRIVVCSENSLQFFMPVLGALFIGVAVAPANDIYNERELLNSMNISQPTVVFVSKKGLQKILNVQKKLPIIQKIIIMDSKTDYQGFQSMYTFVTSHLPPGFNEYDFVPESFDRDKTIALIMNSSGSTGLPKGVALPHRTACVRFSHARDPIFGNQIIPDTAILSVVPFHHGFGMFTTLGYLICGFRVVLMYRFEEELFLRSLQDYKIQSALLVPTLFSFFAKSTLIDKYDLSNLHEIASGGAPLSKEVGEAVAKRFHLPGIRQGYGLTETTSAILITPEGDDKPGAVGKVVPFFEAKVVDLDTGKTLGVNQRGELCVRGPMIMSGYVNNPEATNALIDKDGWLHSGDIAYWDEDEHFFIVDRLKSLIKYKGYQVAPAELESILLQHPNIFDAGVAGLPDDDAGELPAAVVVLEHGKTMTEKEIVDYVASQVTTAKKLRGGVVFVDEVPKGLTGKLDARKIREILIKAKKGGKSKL
#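 Assay system: Luciferase/luciferin reagent mix; Medium: PBS as buffer for the ATP substrate; Dosing: test compounds dosed from 2 mM stocks in 100% DMSO; Times: 10 min, room temperature; Signal: luminescence from luciferase reaction; Read-out: luciferase activation; Controls: No-ATP low control, compound-free enzyme-plus-ATP high control.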
# Diaphorase act: diaphorase activation or chemical reduction counter-screen; activation factor at 20 µM; 190,000 tested, 0.005% active; AID 1229; Diaphorase/resazurin coupled assay, resorufin fluorescence, 16 min; stronger effect = higher value; 1 = vehicle wells, 0 = NADH-free wells;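 active = diaphorase activity raised at least twofold by the compound at 20 µM; inactive = activation factor below 2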
#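 Test system: Clostridium kluyveri diaphorase, purified enzyme; input: enzyme 0.07 U/mL final; buffer or medium: 50 mM HEPES pH 7.4 with 4.542 mM MgCl2, 0.005% Tween 20; also added: 0.114 mM NADH and 0.1 mM resazurin, final amounts; schedule: 16 min enzyme reaction, ambient temperature; technique: fluorescence of resorufin, 544 nm excitation, 590 nm emission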
# PMI activator: phosphomannose isomerase (human) activation | P34949 | purified human PMI, coupled resazurin fluorescence, 20 min; stronger effect = higher value; 1 = vehicle control, 0 substrate-free wells | activation factor at 20 µM | 190,000 tested, 0.005% active | AID 1214;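 active = activation factor of 2 or more at 20 µM, relative to plate controls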
# Diaphorase inh: inhibits diaphorase or chemically oxidizes, flagging diaphorase assay artifacts | diaphorase resazurin-to-resorufin fluorescence, NADH, 16 min; bacterial (C. kluyveri) enzyme, not human | inhibition, % at 20 µM | 190,000 tested, 0.69% active;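 active = primary screen inhibition at 20 µM above a set limit, cut at about 50% in these data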;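 also: plate controls were DMSO with full reaction for no effect and wells lacking NADH for full effect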
#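 Assay system: diaphorase enzyme from Clostridium kluyveri. Quantity: enzyme working solution with 0.14 U/mL diaphorase. Schedule: reaction incubation of 16 min at room temperature. Technique: resorufin fluorescence, excitation 544 nm, emission 590 nm. Controls: No-NADH positive control and DMSO neutral control.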
# Starred values were filed as active, the others as inactive.
# The opening 3 entries as a preview:
cpd	SMILES	Diaphorase inh	FLuc act counter	G6PDH CS	TNAP act hiacc	Diaphorase act	TNAP inh hiacc	PMI activator	PMI act hi M6P	TNAP inh noacc	Efa HMGR inh
1	Cc1nc2nc(CCc3ccccc3)nn2c(C)c1Cl	-3	1	5	1	1	3	1	1.1	-3	-6
2	O=C(/C=C/c1ccccc1[N+](=O)[O-])c1ccc(F)cc1	6	1.1	5	1	0.9	-2	1	1	-4	-1
3	CC1CCN(c2c(NCC3CCC(C(=O)NCCc4ccccc4)CC3)c(=O)c2=O)CC1 (stereo not drawn)	8	1.1	16	1	0.9	-1	1	1	-7	0

# The list itself, repeating the preview:
cpd	SMILES	Diaphorase inh	FLuc act counter	G6PDH CS	TNAP act hiacc	Diaphorase act	TNAP inh hiacc	PMI activator	PMI act hi M6P	TNAP inh noacc	Efa HMGR inh
1	Cc1nc2nc(CCc3ccccc3)nn2c(C)c1Cl	-3	1	5	1	1	3	1	1.1	-3	-6
2	O=C(/C=C/c1ccccc1[N+](=O)[O-])c1ccc(F)cc1	6	1.1	5	1	0.9	-2	1	1	-4	-1
3	CC1CCN(c2c(NCC3CCC(C(=O)NCCc4ccccc4)CC3)c(=O)c2=O)CC1 (stereo not drawn)	8	1.1	16	1	0.9	-1	1	1	-7	0
4	C/C(CC(=O)Nc1ccc(OCc2ccccc2)cc1)=N\NC(=O)C(=O)Nc1ccc(C)c(Cl)c1	3	1	-2	1	1	-3	1	1	-7	2
5	CSc1nc(N)nc(SCC(=O)CC(=O)OC(C)C)c1C#N	18	1.1	-16	1	0.8	-4	0.9	0.9	-17	-7
6	Cn1c(=O)c2c(nc(N3CCOCC3)n2C)n(C)c1=O	18	1	3	1	0.8	-2	0.8	0.8	-10	2
7	CCCN1Cc2cccc(C(=O)Nc3ccc4c(c3)OCO4)c2C1=O	23	1	0	1	0.8	-5	0.9	0.9	-9	-3
8	CCCc1cc(C(=O)NNC(=S)NCC2CCCO2)cs1 (stereo not drawn)	11	1	32	1	0.9	-4	0.8	0.9	-169	-2
9	CCOC(=O)CC1=NC(=O)CS1	5	1.1	10	1.1	1	-10	1.1	1.1	-9	-3
10	NC(=O)CN1CCOCCOCCOCCOCCOCC1	8	1	-4	0.9	0.9	6	1.1	1.1	-1	-1
11	Cc1nc2c(C#N)c(-c3ccc(Cl)cc3)ccn2n1	10	1.1	8	1.1	0.9	-6	1	0.9	-11	-1
12	O=[N+]([O-])c1cccc2ccc(/C=C/c3cccc(Br)c3)nc12	13	0.9	3	1	0.9	2	0.9	0.9	-3	-2
13	CC(=O)c1ccc(NC(=O)C(C)Sc2nnnn2C)cc1 (stereo not drawn)	7	1	5	1	0.9	-1	0.9	1	-6	-1
14	COc1ccc(Cc2noc(CN3CCC(c4ccncc4)CC3)n2)cc1OC	19	1.1	8	1.1	0.8	-5	1	1	-7	-7
15	O=C(O)c1cccc(Nc2cc(Cl)c3nonc3c2[N+](=O)[O-])c1	25	1.1	2	0.9	0.7	11	0.9	0.6	5	-5
16	CCn1c(N2CCC(C)CC2)nc2c1c(=O)n(C)c(=O)n2C	12	1.1	-5	1.1	0.9	-9	1	1	-22	2
17	CCOC(=O)C1=C(C)Nc2nc(SCC)[nH]c(=O)c2C1c1ccncc1 (stereo not drawn)	18	1	10	1.1	0.8	-5	0.9	0.9	-8	-3
18	Cc1ccc2c(CC(=O)NCC3COc4ccccc4O3)coc2c1 (stereo not drawn)	26	1	8	1.1	0.7	-8	0.9	0.9	-12	-3
19	C=CC[C@@H]1Cc2c(Br)ccc(Br)c2[C@@H](CC=C)N1	10	1	-1	1	0.9	0	1	1	-1	3
20	Oc1ccc(O)c(Cc2nc3ccccc3s2)c1	-4	1	-2	1	1	1	1	1	61*	-4
21	C/C(=N\Nc1nc(C)c(C)s1)c1ccc([N+](=O)[O-])cc1	1	1	0	0.9	1	5	1.2	1.2	5	6
22	CCCCn1c(SCC(=O)N2CCCC2)nc2cc(S(N)(=O)=O)ccc21	-8	1	5	1	1.1	1	1.1	1	4	7
23	O=C(Cn1cnc2cc([N+](=O)[O-])ccc2c1=O)NCc1ccccc1	23	1.1	-3	1.1	0.8	-5	1.3	1	-15	0
24	CCOC(=O)Nc1cccc(Nc2ccccc2)c1	27	1.1	-7	1	0.7	-5	0.8	0.8	-9	-5
25	Cc1ccc(-n2c(SCC(=O)NCc3ccco3)nc3sc(C)c(C)c3c2=O)cc1	1	1	8	1.1	1	-6	1	1	-13	5
26	O=C(O)/C=C/c1ccc(S(=O)(=O)NCc2ccco2)cc1	5	1	5	1	1	-4	1	1	-11	-13
27	O=C(NCc1cccnc1)c1ccc(Cn2cc(C(F)(F)F)ccc2=O)cc1	-2	1	4	1	1	0	1	1	-5	-2
28	O=[N+]([O-])c1ccccc1CNc1ccc(F)c(Cl)c1	26	1.1	5	1.1	0.7	-5	0.9	1	5	-4
29	CC(C)c1ccccc1NC(=O)COC(=O)COc1ccccc1[N+](=O)[O-]	5	1	7	1	0.9	0	1	1	0	-2
30	Cc1nc2ccccc2n1-c1nc(-c2ccco2)cc(C(F)(F)F)n1	1	1.1	0	1	1	-3	1	1	-9	-1
31	Cn1c(CN2CCCC2)nc2cc(NC(=O)c3ccco3)ccc21	8	1	-21	1	0.9	-4	0.9	0.9	-11	-1
32	CN1CCN(C=Nc2nc3ccccc3nc2N2CCCC2)CC1	17	1.1	3	1	0.8	-3	0.9	0.8	-17	-7
33	Cc1cc2c(cc1C)CSC(c1c(O)ccc3ccccc13)SC2	30	1.1	-1	1	0.7	-5	0.8	0.8	-6	1
34	O=C(CN1CCN(C2CCCCC2)CC1)Nc1ccc(Br)cc1	2	1	-4	1	1	-2	1.3	1.1	-6	4
35	C#Cc1ccc([C@H]2C=C(C(=O)N3CCN(Cc4ccc5c(c4)OCO5)CC3)O[C@@H](OCC)[C@@H]2CCCO)cc1	55*	1.1	7	1.1	0.4	-10	0.9	0.9	-11	4
36	CCOc1cc(NS(=O)(=O)c2ccc(OC)cc2)c(OCC)cc1NC(C)=O	16	1	7	1.1	0.8	-6	0.9	0.8	-9	1
37	CCOc1ccc(CSC(=N)N)cc1[N+](=O)[O-]	8	1	5	1	0.9	2	0.9	1	21	-1
38	CNCCCNCc1ccc(SC)cc1	5	1	10	1	1	1	1	0.9	-5	-1
39	COC(=O)C1=C(C(=O)c2ccc(C)cc2)C(c2ccc(OC)c(OC)c2)n2nnnc2N1 (stereo not drawn)	10	1	8	1	0.9	3	1	1.1	-8	0
40	COc1ccc(CCN2C(=NC(=O)CCC(=O)O)SC3CS(=O)(=O)CC32)cc1OC (stereo not drawn)	15	1	19	1	0.8	-4	0.9	0.8	-10	-1
41	COc1ccccc1-c1nc2cc3ccccc3cc2nc1-c1ccccc1	30	1	18	1	0.7	-2	0.9	0.5	-10	-4
42	Cc1cccc(C)c1NC(=O)C1NC(=O)CC1c1ccccc1 (stereo not drawn)	14	1.1	-1	1.1	0.9	-9	1	1	-5	2
43	COc1ccc(-c2cc(-c3ccc(OC)c(OC)c3)n[nH]2)c(O)c1	-1	0.9	11	1.1	1	-7	1.1	1.1	-34	-1
44	Cc1cc(=O)[nH]c(SCC(=O)/C=C2\N(C)c3ccccc3C2(C)C)n1	24	1	15	1	0.8	-1	1.1	1.1	-18	-1
45	O=C(Nc1ccc(S(=O)(=O)Nc2ccc(F)cc2)cc1)c1ccc(CN2CCOCC2)cc1	30	1	23	1.1	0.7	-8	0.7	0.8	-6	-8
46	COc1ccc(C(=O)Nc2c(C)ccc3nsnc23)cc1[N+](=O)[O-]	16	1.1	10	1.1	0.8	-6	1	0.9	-11	-4
47	CCOCCCNCc1cc(Br)ccc1OCC	17	1	8	1.1	0.8	-6	1	0.9	-8	0
48	Cc1cccc(NC(=O)C(NS(=O)(=O)c2ccc3c(c2)CCC(=O)N3)c2ccccc2)n1 (stereo not drawn)	22	1.1	0	1.1	0.8	-6	0.9	0.9	-9	-2
49	COc1ccc(S(=O)(=O)N2CCCC(C(=O)N3CCN(C)CC3)C2)cc1C (stereo not drawn)	14	1.1	-22	1.1	0.9	-5	1	0.9	-6	-5
50	CCC(=O)Nc1nc2ccc3nc(C)sc3c2s1	23	1	-35	1.1	0.8	-8	0.9	0.9	-17	-3
51	CNC(=O)COC(=O)c1ccc(-c2nc3ccccc3s2)s1	11	0.2	6	1.1	0.9	-7	0.9	1	-5	-5
52	O=C(NCc1ccc(Cl)cc1)c1n[nH]c([N+](=O)[O-])c1Cl	-10	0.9	11	1	1.1	-3	1.1	1	-4	-3
53	Nc1nnnn1/N=C/c1ccc(O)cc1	8	1	1	1	0.9	0	1	1	-15	-5
54	CC1(C)CC(NC(=O)c2c(N)no[n+]2[O-])CC(C)(C)N1	-9	1	-2	1	1.1	-1	1.1	1.1	-14	-6
55	O=C(O)CCC(=O)Nc1ccc(C(=O)OCC(=O)c2ccc(Cl)cc2Cl)cc1	13	0.9	15	1	0.9	-1	0.9	0.9	-2	-4
56	COc1cccc(NS(=O)(=O)c2ccc3[nH]cc(C(=O)N(C)Cc4ccco4)c(=O)c3c2)c1	21	1	0	1	0.8	-2	0.7	1	-21	0

# New compounds follow:
cpd	SMILES	Diaphorase inh	FLuc act counter	G6PDH CS	TNAP act hiacc	Diaphorase act	TNAP inh hiacc	PMI activator	PMI act hi M6P	TNAP inh noacc	Efa HMGR inh
57	CC1CCN(S(=O)(=O)N2CCC(C(=O)NCc3cccs3)CC2)CC1	-19	1	9	1.1	1.2	-8	1.1	1.2	-18	-2
58	Cc1ccc(OC(=O)COc2ccccc2C)c(-n2nc3ccccc3n2)c1	12	1	15	1	0.9	2	0.9	1	-7	2
59	Cc1ccc(C(=O)NCCc2nnc3ccc(SCC(=O)Nc4ccccc4C)nn23)cc1	10	1	-7	1	0.9	3	0.9	0.9	-8	-5
60	CSc1nnc(-c2ccccc2SC)o1	5	1	6	1	0.9	-3	0.9	0.9	-8	-4
61	Nc1nc(-c2ccccc2)cs1	12	1	-1	1.1	0.9	-7	1.1	1.1	-27	1
62	COc1ccc(NC(=O)Nc2ccc(N3CCCC3=O)cc2)cc1OC	8	1.1	14	1	0.9	-4	1	1	-2	-1
63	O=C(CN1CCOc2ccccc21)NC1CCN(Cc2ccccc2)CC1	11	1	1	1	0.9	-2	0.9	0.9	-10	-3
